NR5A2 inv ag: LRH-1 (NR5A2) inverse agonists, primary screen, cell-based, luminescence, HEK293T, StAR-luciferase reporter; hit rate 0.13% among 360,000; AID 602396, 2012; LRH-1 transfected, 24 h; Nuclear receptor subfamily 5 group A member 2 (Homo sapiens), O00482; inhibition, % at 3.6 µM;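 active means inhibition above the mean inhibition of all tested compounds plus 3 SD, cut at about 73% in these data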;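 further: 0% = DMSO wells and 100% = reporter-only cells lacking LRH-1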
Target sequence (O00482 whole entry, looked up): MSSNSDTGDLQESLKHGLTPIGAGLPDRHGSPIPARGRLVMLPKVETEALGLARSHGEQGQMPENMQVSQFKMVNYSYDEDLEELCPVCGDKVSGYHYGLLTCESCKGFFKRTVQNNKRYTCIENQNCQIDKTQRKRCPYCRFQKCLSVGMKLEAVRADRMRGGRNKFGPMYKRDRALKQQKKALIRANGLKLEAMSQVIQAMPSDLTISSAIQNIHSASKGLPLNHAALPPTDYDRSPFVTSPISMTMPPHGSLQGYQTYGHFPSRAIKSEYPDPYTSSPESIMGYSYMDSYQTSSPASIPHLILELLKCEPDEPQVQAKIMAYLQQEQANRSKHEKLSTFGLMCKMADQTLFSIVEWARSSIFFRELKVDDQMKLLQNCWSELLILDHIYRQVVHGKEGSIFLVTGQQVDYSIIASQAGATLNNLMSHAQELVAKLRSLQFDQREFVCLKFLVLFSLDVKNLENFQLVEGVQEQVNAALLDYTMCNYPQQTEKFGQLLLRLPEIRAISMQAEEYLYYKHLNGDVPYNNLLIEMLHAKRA
KKLEB cytotox: cytotoxicity in KKLEB CF airway cells, primary screen, cytotoxicity control for CF NF-kB inhibitor project, cell-based, uHTS, fluorescence assay plates; activity change (cytotoxicity), % at 5 µM; KKLEB CF airway cells viability, ATPlite luminescence, overnight; active compounds read low; cells stimulated with P. aeruginosa culture filtrate; hit rate 0.36% among 360,000;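 active means corrected activity change at or below -50% at 5 µM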
NR2F2 inh: NR2F2 transcriptional activity inhibitors, primary screen, cell-based, luciferase reporter, HEK293T, luminescence; COUP transcription factor 2 (Homo sapiens), P24468; HEK293T NGFI-A luciferase reporter; inhibition, % at 8.6 µM; hit rate 0.7% among 370,000;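 active means inhibition above a per-plate cutoff, mean inhibition of test wells between control levels plus 3 SD, cut at about 38% in these data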;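 further: cells cotransfected with COUP-TFII expression vector driving the NGFI-A reporter; 0% = median of COUP-TF2 test wells and 100% = reporter-only cells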
Target sequence (P24468 whole entry, looked up): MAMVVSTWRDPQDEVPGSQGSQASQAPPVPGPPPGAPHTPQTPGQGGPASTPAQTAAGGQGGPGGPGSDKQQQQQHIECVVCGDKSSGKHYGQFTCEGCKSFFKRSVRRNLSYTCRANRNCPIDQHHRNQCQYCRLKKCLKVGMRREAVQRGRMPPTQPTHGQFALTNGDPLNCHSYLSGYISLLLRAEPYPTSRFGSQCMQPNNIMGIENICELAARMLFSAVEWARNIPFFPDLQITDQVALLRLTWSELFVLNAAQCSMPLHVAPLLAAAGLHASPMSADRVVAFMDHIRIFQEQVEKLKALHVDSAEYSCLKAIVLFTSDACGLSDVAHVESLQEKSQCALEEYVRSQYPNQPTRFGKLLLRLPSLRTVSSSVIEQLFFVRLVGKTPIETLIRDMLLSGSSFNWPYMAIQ
TROY signal inh: inhibitors of TROY-driven NF-kB signaling, primary screen, Q293 LMP1-TROYcd cells, NF-kB luciferase, uHTS. Q293 LMP1-TROYcd NF-kB luciferase reporter, 4 h. inhibition, % at 10 µM. hit rate 0.98% among 360,000;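 active means compounds whose plate-normalised and pattern-corrected inhibition of the luciferase reporter signal at the single screening dose is 50% or more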
EBV LMP1 NFkB: EBV LMP1-driven NF-kappaB luciferase reporter inhibitors, primary screen, cell-based, luminescence, single point. LMP1-induced NF-kappaB luciferase reporter cells. inhibition, % at 12.5 µM. hit rate 0.69% among 350,000. AID 504558, 2011; in the data active means inhibition above about 41%;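 further: 0% = neutral control wells and 100% = reference inhibitor control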
Shn3 3UTR inh: reduction of Shn3 3'UTR firefly luciferase signal, primary screen, Schnurri-3 inhibitor project, cell-based, Clone20 osteoblasts, set 2 | hit rate 0.52% among 360,000 | inhibition, % at 12.5 µM | Clone20 osteoblast Shn3 3'UTR firefly luciferase, 24 h;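 active means mean inhibition of at least 75% with every replicate also reaching 75%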;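 further: 0% = median of neutral control wells and 100% = pilot-screen positive control compound; some compounds past the cut are filed as inactive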
NCOA3 inh: SRC3 coactivator transcriptional activity inhibitors, primary screen, cell-based, luminescence; Nuclear receptor coactivator 3 (Homo sapiens), Q9Y6Q9; HEK293 GAL4-SRC3 luciferase reporter; inhibition, % at 3.6 µM; hit rate 0.17% among 360,000;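 active means inhibition above a per-campaign cutoff, the mean of all compounds plus 3 SD, cut at about 60% in these data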;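 further: 0% = DMSO-treated cells and 100% = gossypol-treated cells at 36 µM; higher means less SRC3-driven luciferase light from the GAL4 reporter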
CF NFkB block: inhibitors of PAF-induced NF-kB signaling, primary screen, cell-based, GFP fluorescence, uHTS | KKLEB NF-kB-GFP reporter, GFP fluorescence overnight | inhibition, % at 5 µM | hit rate 0.86% among 360,000;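 active means at least 50% inhibition at 5 µM, scaled per plate between neutral and stimulator controls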;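 further: PAF is a Pseudomonas aeruginosa culture filtrate used as stimulus; plate controls were PAF-stimulated DMSO wells for no effect and unstimulated DMSO wells for full effect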
NCOA1 inh: SRC1 coactivator transcriptional activity inhibitors, primary screen, cell-based, luminescence | AID 588354, 2011 | hit rate 0.12% among 360,000 | Nuclear receptor coactivator 1 (Homo sapiens), Q15788 | inhibition, % at 3.6 µM | HEK293 GAL4-SRC1 luciferase reporter;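 active means inhibition above the campaign mean plus 3 SD, with each screening campaign given its own cutoff, cut at about 60% in these data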;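 further: 0% = DMSO treated cells and 100% = gossypol at 36 µM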
TWEAK-Fn14 inh: inhibitors of TWEAK-Fn14 signaling, primary screen, luciferase reporter cells, uHTS | inhibition, % at 10 µM | TWEAK-stimulated Fn14 reporter cells, luciferase luminescence, 8 h | AID 1159606, 2016 | hit rate 2% among 360,000; in the data active means inhibition above about 50%
TRAIL sens C8: viability loss with TRAIL in NB7+C8 cells, primary screen, TRAIL sensitizer project, cell-based, ATPlite luminescence | inhibition (viability loss, TRAIL sensitization), % at 10 µM | hit rate 1% among 360,000 | AID 624354, 2012;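 active means compounds causing at least 50% loss of cell viability in the single-dose screen, relative to plate controls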
Active calls of the source: *; · = no result given. An excerpt; the hit share may differ from the screen's.

SMILES	NR5A2 inv ag	KKLEB cytotox	NR2F2 inh	TROY signal inh	EBV LMP1 NFkB	Shn3 3UTR inh	NCOA3 inh	CF NFkB block	NCOA1 inh	TWEAK-Fn14 inh	TRAIL sens C8
CCOC(=O)c1c(CC(C)C)csc1N	-5.3	-16.7	9.2	-23.8	-7.7	1.5	-7.0	-13.0	-6.3	24.3	34.4
CCCN1C(=O)C(=O)c2cc(Cl)ccc21	29.3	-8.5	-14.1	12.2	-2.2	0.3	-5.0	49.8	-2.5	14.0	8.1
Cn1cnnc1SCC(=O)NNC(=O)COc1ccc(Br)cc1	-19.6	8.2	1.5	-7.9	4.0	10.8	12.2	-7.2	-12.8	-4.2	-12.5
CCOc1ccc(N(CC(=O)N2CCN(c3ccccc3OC)CC2)S(=O)(=O)c2ccc(F)cc2)cc1	-28.3	-2.0	11.8	4.1	-0.5	4.2	9.6	17.0	20.7	-5.7	6.2
COC(=O)c1ccc(C2/C(=C(/O)c3ccc(Cl)cc3)C(=O)C(=O)N2C2CCS(=O)(=O)C2)cc1 (stereo unspecified)	1.8	-5.4	-0.9	8.1	-6.8	-6.7	4.3	17.6	2.5	13.3	-13.8
CCOc1ccc(NS(=O)(=O)c2ccc(C(=O)NCC(c3ccc(OC)cc3)N3CCOCC3)cc2)cc1 (stereo unspecified)	-7.8	-2.8	5.8	0.1	-10.9	1.0	13.4	7.3	-13.4	-4.8	-15.1
CC(C)C[C@H]1CNC(=S)N1C[C@H]1CCCN1C[C@H](CC(C)C)N1C[C@H](Cc2ccc(O)cc2)N(CCc2ccccc2)C1=S	-1.3	-18.7	19.6	17.0	·	-3.2	23.9	45.0	-1.6	22.5	-14.8
COc1cccc(C2C(C(=O)c3cccs3)=C(O)C(=O)N2CCN2CCOCC2)c1OC (stereo unspecified)	5.2	-20.1	-0.8	-4.2	-4.7	-13.2	-1.4	-6.5	-3.0	1.8	-2.6
O=C(c1ccc2c3n(nc2c1)-c1ccccc1CO3)N1CCOCC1	-94.4	-12.9	·	-44.8	-13.1	-56.0	-98.2	11.5	-84.8	2.5	51.5*
COc1cccc(C2(O)CCN(C(=O)C3CC3)CC2)c1	-4.7	-3.7	8.7	11.2	-4.7	-0.9	6.2	-0.5	-3.4	-13.3	11.5
C=CCNc1nc(C(=O)OCC(=O)Nc2cccc(SC)c2)cs1	-27.2	-2.1	1.8	14.5	1.0	0.3	-3.5	18.8	-11.9	17.1	-1.4
O=C(CSc1nc2ccccc2s1)NNC(=O)Nc1ccc(Cl)c(Cl)c1	0.4	1.3	7.8	0.3	-7.3	-9.8	12.8	-4.1	2.7	0.4	-19.7
CC(O)CC(C(=O)NNc1ccccc1)C(=O)NNc1ccccc1 (stereo unspecified)	24.1	-15.0	-11.4	11.4	-38.7	-7.4	40.2	4.1	34.5	-30.3	-6.6
Cc1cc(C)n(/C(=C\N(C)C)C(=O)c2ccc(Cl)cc2)n1	-6.2	0.6	16.5	5.5	4.8	-16.0	10.1	-0.4	3.5	9.4	0.2
O=C(COC(=O)Cc1ccsc1)Nc1ccc(Br)cc1	-32.1	0.6	-23.4	-23.2	-14.2	-19.2	6.2	-20.6	-7.5	-9.2	0.9
C=CCN1C(=O)N/C(=C/c2ccccc2OCC(=O)Nc2ccc(F)cc2)C1=O	6.1	4.1	-1.7	-32.4	-15.4	23.5	-27.7	-3.4	-22.7	-5.2	-2.4
C=C(C)C1CC=C(C)/C(=N/Nc2ccccc2[N+](=O)[O-])C1 (stereo unspecified)	-4.2	-3.6	-4.1	17.8	-5.3	13.6	8.4	17.2	-3.1	-4.8	-11.9
CC1Cc2cc(S(=O)(=O)N3CCCCC3)ccc2N1C(=O)C1CCC1 (stereo unspecified)	8.8	-6.5	11.0	-5.2	8.1	5.1	2.9	7.6	2.5	-19.4	-6.0
CCCCc1[nH]c(=O)c(C#N)c2c1CCCC2	-3.0	-5.5	-12.0	8.2	0.1	4.1	-1.3	9.5	-13.1	-11.1	4.6
CCC(C(=O)Nc1c2c(nn1C(C)(C)C)CS(=O)(=O)C2)c1ccccc1 (stereo unspecified)	-6.2	11.3	-9.1	19.5	4.1	-16.8	4.8	21.4	10.2	5.9	8.4
O=[N+]([O-])c1cccnc1Nc1ccc(Cl)cc1	4.2	3.6	-12.6	1.7	-5.1	-18.4	-16.6	9.6	-9.2	0.4	-7.0
NS(=O)(=O)c1cccnc1Nc1cccc(Cl)c1Cl	8.1	-4.4	0.2	-16.1	-8.0	-25.3	4.6	6.6	5.0	-29.8	-12.3
O=C1C2CCCN2C(c2cccc(Br)c2)N1c1ccc(F)cc1 (stereo unspecified)	21.4	-7.1	-5.3	-10.1	-0.6	1.6	-13.4	3.3	-7.7	1.4	-5.3
O=C1OCCC1Sc1nnc(-c2ccco2)n1-c1ccccc1 (stereo unspecified)	13.7	-0.7	6.9	-8.3	-10.1	8.8	1.6	-5.6	16.9	-1.9	-7.9
CC1C(=O)Nc2ccccc2N1C(=O)c1cccc(C(F)(F)F)c1 (stereo unspecified)	-3.3	-1.3	-12.1	-2.5	9.1	19.0	-2.7	3.2	-22.2	-7.2	-9.2
Additional compounds:
SMILES	NR5A2 inv ag	KKLEB cytotox	NR2F2 inh	TROY signal inh	EBV LMP1 NFkB	Shn3 3UTR inh	NCOA3 inh	CF NFkB block	NCOA1 inh	TWEAK-Fn14 inh	TRAIL sens C8
CCOC(=O)c1c(N)n(C2CC(C)(C)NC(C)(C)C2)c2nc3ccccc3nc12	12.8	-4.2	·	7.8	-1.8	14.3	2.9	-12.7	1.8	-9.0	-9.8
CCCCn1c(N)c(N(CC(C)C)C(=O)c2ccc(S(=O)(=O)N(CC)c3ccccc3)cc2)c(=O)[nH]c1=O	-38.7	6.3	7.3	14.7	-5.1	-0.3	7.5	6.0	-2.3	0.1	13.9
CC(Sc1nnc(-c2ccncc2)n1C)C(=O)NCC(=O)Nc1ccc(F)c(F)c1F (stereo unspecified)	27.4	1.8	3.7	-11.5	3.2	2.6	9.6	-13.0	-30.5	4.5	-0.9
C/C(Cn1cnc([N+](=O)[O-])n1)=N\NC(=O)c1ccc(O)cc1O	-54.1	6.4	-0.5	-13.3	-2.4	-9.8	-20.3	0.8	-43.0	-0.8	-7.6
CCCCNC(=O)C[C@@H]1C[C@@]2(C(=O)OC)CCCCC=C2N(Cc2cccc3ccccc23)C1=O	2.6	·	-11.2	-7.6	·	·	·	·	·	0.5	15.3
CCC(C)C1Nc2ccc(C(=O)NCCc3ccc(OC)c(OC)c3)cc2NC1=O (stereo unspecified)	6.5	-10.3	·	6.6	4.7	14.2	15.9	10.8	-9.5	22.9	3.8
Cc1c(C(=O)N2CCN(c3ccccn3)CC2)oc2c1C(=O)CC(C)(C)C2	1.8	-1.3	20.7	17.2	0.0	-2.8	-55.5	-10.0	3.7	20.6	-32.7
CC(=O)OCC1(C)CN(c2ccccc2)N(C(C)=O)C1=O (stereo unspecified)	24.5	6.4	13.0	19.3	-1.5	-14.3	-0.5	1.2	-21.6	-20.6	4.4
O=C(O)CC(C(=O)O)N1C(=O)/C(=C/c2ccc(-c3nc4ccccc4s3)o2)SC1=S (stereo unspecified)	-4.0	1.9	8.6	34.3	4.3	-33.0	1.4	-8.3	-6.3	11.9	-0.6
CO[C@H]1/C=C/O[C@@]2(C)Oc3c(C)c(O)c4c(O)c(c5c(c4c3C2=O)NC2(CCN(CC(C)C)CC2)N=5)=NC(=O)/C(C)=C\C=C\[C@H](C)[C@H](O)[C@@H](C)[C@@H](O)[C@@H](C)[C@H](OC(C)=O)[C@@H]1C	-9.9	9.5	0.4	-4.4	0.9	22.0	-5.1	-16.7	-0.4	5.5	-1.0
Cc1cc(OC(C)C(=O)NCCCN2CCOCC2)c2c(C)cc(=O)oc2c1 (stereo unspecified)	-1.5	2.5	-4.3	0.5	-1.0	-31.2	-29.0	-4.9	-14.6	-2.8	-13.3
COc1ccc(C(=O)N(c2ccccn2)C2CCCCC2)c(OC)c1	9.6	-5.6	-3.8	-6.7	7.2	-9.4	-9.4	16.3	-15.5	8.0	-4.2
Clc1ccc(CSc2nnc(-c3sccc3-n3cccc3)o2)cc1	14.1	4.2	6.5	-14.9	-7.4	10.3	1.9	-10.1	-10.6	23.2	6.7
COc1ccc(-c2nc3n(n2)C(=O)CC(c2ccco2)S3)cc1 (stereo unspecified)	-14.4	-0.3	·	-0.1	3.5	-12.4	-3.5	6.2	-13.3	3.8	-10.1
COc1ccc(C2=NOC(Cn3nc(-c4ccccc4)cc3C(=O)NCc3ccco3)C2)cc1 (stereo unspecified)	-22.9	-13.1	-8.2	-21.0	-1.3	25.0	-5.7	24.0	-9.8	-1.2	4.3
CCC(C)(C)NC(=O)C(c1ccccc1Cl)N(C(=O)CCC(=O)Nc1cc(C)on1)c1ccc(NC(C)=O)cc1 (stereo unspecified)	-2.0	4.2	7.3	2.8	8.0	-2.8	-13.9	-4.1	-39.4	-7.5	5.8
COCCNCC(=O)NCC12CC3CC(CC(C3)C1)C2	13.7	-4.0	-18.4	-2.3	3.5	-17.9	-42.0	15.0	10.8	-23.8	2.8
COc1ccccc1-n1c(SCc2cc(=O)oc3cc(O)ccc23)nc2ccccc2c1=O	-1.3	7.9	4.4	24.0	-11.9	3.9	-7.2	7.3	1.5	5.8	8.0
COc1ccccc1NC1=CC(=O)CC(c2ccccc2)C1 (stereo unspecified)	6.8	-6.9	24.4	19.2	14.0	-5.7	8.4	17.9	-2.3	1.9	7.3

Only TWEAK-Fn14 inh (four entries from above):
structure	TWEAK-Fn14 inh
O=[N+]([O-])c1cccnc1Nc1ccc(Cl)cc1	0.4
NS(=O)(=O)c1cccnc1Nc1cccc(Cl)c1Cl	-29.8
O=C1C2CCCN2C(c2cccc(Br)c2)N1c1ccc(F)cc1 (stereo unspecified)	1.4
O=C1OCCC1Sc1nnc(-c2ccco2)n1-c1ccccc1 (stereo unspecified)	-1.9

Source: PubChem BioAssay (several laboratories)
